3CLpro inhibitor = SARS-CoV 3CLpro protease inhibition. P0C6X7. recombinant SARS-CoV 3CLpro, quenched FRET peptide cleavage. inhibition, % at 6 µM. 290,000 tested, 0.14% active. AID 1706; in the data active means inhibition above about 12%
PrPC TRFRET = inhibitors of human cell surface prion protein PrPC | inhibition, % at 13.8 µM | TR-FRET read-out | 370,000 tested, 0.43% active | P04156; in the data active means inhibition above about 24%; further: 0% = median of the test wells and 100% = reference compound wells
MazF activator = MazEF (E. coli) toxin RNase activation. 350,000 tested, 0.32% active. AID 504720. FAM/BHQ RNA-DNA oligo cleavage fluorescence, 5 h. activation, % at 20 µM. P0AE70; in the data active means activation above about 50%
Target sequence (P0AE70 whole entry, looked up): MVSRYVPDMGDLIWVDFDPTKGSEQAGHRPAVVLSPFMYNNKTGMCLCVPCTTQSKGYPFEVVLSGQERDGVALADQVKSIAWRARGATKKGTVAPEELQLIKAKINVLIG
BoNT-F LC inh = inhibitors of Botulinum neurotoxin F light chain protease; 360,000 tested, 0.22% active; Multiplex microsphere protease cleavage assay, flow cytometry; inhibition, % at 10 µM; in the data active means inhibition above about 35%, passing the limit was not always enough; inconclusive means no clear call, values can overlap the other calls; further: plate controls were buffer without enzyme for full effect and enzyme alone for no effect
Rv3671c protease = inhibitors of M. tuberculosis serine protease Rv3671c; inhibition, % at 5.96 µM; AID 2606; 320,000 tested, 0.048% active; P9WHR9; in the data active means inhibition above about 38%;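 further: extracellular domain of Rv3671c used as enzyme; 0% = enzyme with DMSO and 100% = no enzyme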
BoNT A protease = BoNT A light chain protease inhibition; multiplex microsphere protease substrate cleavage, flow cytometry; inhibition, % at 10 µM; 360,000 tested, 0.17% active; AID 588499; further: plate controls were buffer without enzyme for full effect and enzyme alone for no effect
VHR inh abs = blocks human VHR1 dual specificity phosphatase. 290,000 tested, 0.52% active. inhibition, % at 13.3 µM. recombinant VHR phosphatase, pNPP absorbance. P51452; in the data active means inhibition above about 50%; further: some compounds called inactive have numbers as strong as hits
Target sequence (P51452 whole entry, looked up): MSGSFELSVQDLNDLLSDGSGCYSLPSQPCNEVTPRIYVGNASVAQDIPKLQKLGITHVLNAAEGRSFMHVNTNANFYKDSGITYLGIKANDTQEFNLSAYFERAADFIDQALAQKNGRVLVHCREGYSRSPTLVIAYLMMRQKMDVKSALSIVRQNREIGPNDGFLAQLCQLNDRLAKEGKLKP
CCHF vOTU inh = blocks the CCHF virus ovarian tumor domain protease. CCHFV vOTU protease, Pep-AMC fluorescence. inhibition, % at 11.5 µM. 370,000 tested, 0.55% active; in the data active means inhibition above about 30%; further: 0% = vehicle wells with enzyme and 100% = no enzyme wells
Anthrax LF inh2 = blocks Bacillus anthracis lethal factor protease; P15917; 360,000 tested, 0.12% active; AID 588501; multiplex microsphere protease cleavage assay, LF; inhibition, % at 10 µM; further: plate controls were buffer without enzyme for full effect and enzyme alone for no effect
Target sequence (P15917 whole entry, looked up): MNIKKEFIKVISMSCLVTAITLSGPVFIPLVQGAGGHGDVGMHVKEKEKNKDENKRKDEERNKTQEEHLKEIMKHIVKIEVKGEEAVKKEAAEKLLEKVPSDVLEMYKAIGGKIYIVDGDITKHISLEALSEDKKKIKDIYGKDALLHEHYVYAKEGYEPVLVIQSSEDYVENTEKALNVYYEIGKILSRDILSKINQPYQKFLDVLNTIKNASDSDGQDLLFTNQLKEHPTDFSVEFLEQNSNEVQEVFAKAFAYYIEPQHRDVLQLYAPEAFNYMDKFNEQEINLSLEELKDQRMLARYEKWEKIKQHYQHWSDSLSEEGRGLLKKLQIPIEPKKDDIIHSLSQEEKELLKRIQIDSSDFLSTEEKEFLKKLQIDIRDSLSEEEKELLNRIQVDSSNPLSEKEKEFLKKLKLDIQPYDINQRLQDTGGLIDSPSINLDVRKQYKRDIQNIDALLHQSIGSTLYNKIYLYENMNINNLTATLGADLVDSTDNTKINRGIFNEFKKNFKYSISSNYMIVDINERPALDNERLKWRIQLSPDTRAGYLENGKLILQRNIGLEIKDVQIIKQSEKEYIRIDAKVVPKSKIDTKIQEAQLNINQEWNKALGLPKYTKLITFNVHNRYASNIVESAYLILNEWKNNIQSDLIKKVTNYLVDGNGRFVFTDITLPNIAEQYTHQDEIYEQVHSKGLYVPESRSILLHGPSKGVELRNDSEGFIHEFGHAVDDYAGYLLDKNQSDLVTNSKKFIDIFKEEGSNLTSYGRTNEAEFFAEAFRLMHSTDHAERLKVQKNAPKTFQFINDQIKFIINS
SSB-PriA inh = blocks PriA binding to SSB C-terminal tail; 430,000 tested, 0.6% active; AlphaScreen SSBct-PriA binding, biotinylated peptide; inhibition, % at 33 µM; in the data active means inhibition mostly above about 37%, no sharp cut-off; inactive means mostly below about 20%;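 further: plate controls were negative control peptide for no effect and reference peptide for full effect; strong numbers were not always called active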
The depositor's hits bear a star; ? = inconclusive; . = no result given. Unless noted, no stated cut-off is given here; in the data, active means inhibition above about 30%; inconclusive means no clear call, values can overlap the other calls; inactive means below that.

SMILES	3CLpro inhibitor	PrPC TRFRET	MazF activator	BoNT-F LC inh	Rv3671c protease	BoNT A protease	VHR inh abs	CCHF vOTU inh	Anthrax LF inh2	SSB-PriA inh
CCn1c(=S)sc2c(=O)n(CC(=O)Nc3cc(OC)ccc3OC)c(C)nc21	4	7	5	4	-2	0.3	-6	0	0	-3
CC1(C)OC(c2ccccc2)=C/C(=C/C=C2C(=O)NC(=O)NC2=O)O1	-7	3	-937	4	-204	0.2	-6	30*	0	34
CC1=C(C(=O)NCCCOC(C)C)C2(CCC(C)CC2)OC1=O (configuration not stated)	1	1	3	-5	6	-0.3	19	-6	0	-3
Cn1c(CSCc2ccc(Cl)cc2)n[nH]c1=S	0	-2	5	-2	-3	-0.7	52*	3	-11	-1
COc1cc(/C(C)=N/Nc2ccc(C(=O)O)cc2)cc(OC)c1OC	-1	-5	3	-2	-8	-0.2	-7	7	-2	.
CCCCCC(=O)N1C[C@@H](n2cc(COC(=O)c3ccccc3)nn2)[C@H](O)C[C@@H]1c1ccc(OC)cc1	.	0	2	-2	.	-0.2	.	9	-3	.
CC(=O)c1cccc(N(CC(=O)NC2CCCCC2)C(=O)CCC(=O)Nc2nc(C)cs2)c1	-2	6	3	15	2	-1.0	18	5	-8	6
CCc1nnc(NC(=O)CSc2nnnn2-c2cccc(C(C)=O)c2)s1	5	0	0	1	0	0.2	-5	6	0	-9
CCOC(=O)c1c(N2CCN(c3ccccc3)CC2)cc(C)nc1C	-5	1	8	?	.	0.0	-7	-13	5	-6
CCCNC(=O)C1(C)CCN1C(=O)c1cc(C)n(C)n1 (configuration not stated)	.	-2	.	-4	.	-0.3	.	-6	-6	.
O=C(COc1ccccc1-c1ccccc1)N/N=C/c1cccc2ccccc12	-1	3	-7	-4	-44	-0.1	21	7	-2	.
O=S(=O)(c1ccccc1)c1nc(-c2ccccc2)oc1N1CCCCC1	-4	-2	8	-9	-6	-2.0	-15	0	-8	11
Clc1ccc2nc(CSc3ccccc3)cn2c1	-1	11	0	-2	2	-0.1	-10	4	-1	-16
CCOc1ccc(C(=O)Nc2nnc(S(=O)(=O)N(C)Cc3ccco3)s2)cc1	6	2	4	-7	-25	-1.4	-15	9	0	9
COc1ccccc1C(=O)OCC(=O)NC(=O)NC1CCCCC1	.	-3	4	5	.	0.8	.	5	3	-13
C1CCN(c2nc3nonc3nc2NCC2CCOCC2)CC1	-6	.	5	-6	9	0.3	18	.	6	-13
CCOc1ccc2cc(S(=O)(=O)N3CCCCC3)ccc2c1	-1	0	5	0	2	-0.3	14	11	-2	-6
COC(=O)CCNC(=O)c1ccc2nc(Cc3ccc(OC)cc3)oc2c1	2	-9	-4	11	-8	-5.4	.	8	-16	-10
CC(C)c1ccc(NC(=O)Cc2c(C(=O)O)n(C)c3ccccc23)cc1	5	7	1	24	-3	0.3	6	16	5	8
CC(C)c1ccc(CN2CCN(S(=O)(=O)c3ccc(Cl)s3)CC2)cc1	.	2	8	-8	0	-2.0	.	-5	1	3

Complete entries from above. Order of screens: 3CLpro inhibitor	PrPC TRFRET	MazF activator	BoNT-F LC inh	Rv3671c protease	BoNT A protease	VHR inh abs	CCHF vOTU inh	Anthrax LF inh2	SSB-PriA inh
COc1cc(/C(C)=N/Nc2ccc(C(=O)O)cc2)cc(OC)c1OC is entered as -1	-5	3	-2	-8	-0.2	-7	7	-2	.
CCc1nnc(NC(=O)CSc2nnnn2-c2cccc(C(C)=O)c2)s1 is entered as 5	0	0	1	0	0.2	-5	6	0	-9

Next part:
SMILES	3CLpro inhibitor	PrPC TRFRET	MazF activator	BoNT-F LC inh	Rv3671c protease	BoNT A protease	VHR inh abs	CCHF vOTU inh	Anthrax LF inh2	SSB-PriA inh
COc1ccc2c(c1)cc1n2CCN=C1N	1	-5	-16	-10	2	-0.5	4	-4	-5	-6
CCn1c(SCC(=O)Nc2ccc3c(c2)oc2ccccc23)nnc1-c1ccc(N)cc1	1	4	5	0	-7	1.4	28	-7	-24	-6
O=c1onc(-c2ccccc2Cl)n1-c1ccccc1Cl	.	4	2	.	-1	.	.	-9	.	-9
Cc1nc2ccc(NS(=O)(=O)c3cccc([N+](=O)[O-])c3)cc2s1	.	9	-9	-4	4	0.2	.	5	0	-1
C[C@@H](C(=O)NCc1ccccn1)[C@@H]1C[C@@]1(C)[C@@H](NC(=O)OCc1ccccc1)c1ccccc1	3	2	5	5	-8	0.5	5	0	0	-24
O=C(N/N=C/c1ccc[nH]1)c1cccnc1	2	-3	8	15	3	1.5	7	11	-2	.
O=C(O)c1cocc1C(=O)O	.	-9	6	0	.	0.0	.	-3	-1	.
CCC(=O)OC(Cc1ccccc1)(c1ccccc1)C(C)CN(C)C (configuration not stated)	.	6	6	2	.	-0.5	.	1	-4	-17
COc1ccc(-c2cc(C(=O)Nc3ccc(C)c(C)c3)no2)cc1	-6	2	-2	?	-4	2.3	10	8	2	1
Cc1noc(C)c1S(=O)(=O)N1CCCC(C(=O)NCc2ccccc2Cl)C1 (configuration not stated)	-1	-3	2	-5	-5	-0.5	11	1	0	-10
COc1ccc(C(CNC(=O)COc2cc(C)ccc2Cl)N2CCCCC2)cc1 (configuration not stated)	.	0	-4	2	-1	-1.9	.	-12	-1	6
O=C(Nc1cccnc1)c1coc(=O)c2ccccc12	-2	-1	0	-2	2	0.2	4	16	-2	-9
O=C(O)c1cccc(NC(=S)NC(=O)c2ccc(-c3ccc(Cl)cc3)o2)c1	-1	5	-19	-13	1	0.7	10	7	6	-11
O=C(Nc1cc(S(=O)(=O)Nc2ccccc2Cl)ccc1O)c1cc2c(s1)CCCC2	4	-7	0	0	-26	-0.3	-11	-4	-2	3
CCOC(=O)c1cnc2c(C)c(C)ccc2c1Nc1ccc(S(=O)(=O)Nc2ncccn2)cc1	0	-8	0	5	-4	-0.7	-22	-15	0	-4
Cc1nc2ccc(NC(=O)COc3ccccc3)cc2s1	0	4	1	-4	.	0.4	22	-13	2	-11
CC(=O)c1cccc(NS(=O)(=O)N2CCOCC2)c1	-3	6	1	6	.	-0.6	0	-4	?	-2
O=C(NCCc1c[nH]c2ccccc12)/C(=C\c1cccnc1)NC(=O)c1ccco1	2	-3	2	-4	-9	-0.1	-8	-5	2	-7
O=C(CN(c1cccc(Cl)c1)S(=O)(=O)c1ccc(Cl)cc1)N1CCc2ccccc2C1	-3	2	-1	-9	-20	-0.5	39	5	-2	-44
CC(=O)O[C@H]1c2ccccc2-c2ccccc2[C@@H]1OC(C)=O	6	-4	4	11	8	-1.2	-8	16	-7	-8

Copied from the list.
Value for `O=C(N/N=C/c1ccc[nH]1)c1cccnc1` in Rv3671c protease: 3
Value for `CC(=O)O[C@H]1c2ccccc2-c2ccccc2[C@@H]1OC(C)=O` in CCHF vOTU inh: 16
Value for `Cc1noc(C)c1S(=O)(=O)N1CCCC(C(=O)NCc2ccccc2Cl)C1` (configuration not stated) in MazF activator: 2
Value for `Cc1nc2ccc(NS(=O)(=O)c3cccc([N+](=O)[O-])c3)cc2s1` in CCHF vOTU inh: 5

New compounds follow:
SMILES	3CLpro inhibitor	PrPC TRFRET	MazF activator	BoNT-F LC inh	Rv3671c protease	BoNT A protease	VHR inh abs	CCHF vOTU inh	Anthrax LF inh2	SSB-PriA inh
COc1cc(NC(=O)CCNC(=O)Cn2ccc3ccccc3c2=O)cc(OC)c1OC	-3	.	13	-13	7	-1.7	-3	.	-8	-10
COc1ccccc1C(=O)N(Cc1ccc(Cl)cc1)C1CCS(=O)(=O)C1 (configuration not stated)	-1	6	8	1	2	0.3	19	15	0	-2
Cc1cc(=O)[nH]c(SCC(=O)Nc2ccc(F)cc2)c1C#N	-3	-1	-5	5	1	-0.6	-2	-7	-1	-11
CCN(CC)C(=S)SCC(=O)NC12CC3CC(CC(C3)C1)C2	-1	-1	-6	0	151*	0.0	3	14	-2	-16
COc1ccc(-c2nnc(SCC(=O)N3CCCCC3)o2)cc1	-6	-3	6	-2	-8	-0.6	46	6	-1	-11
CC1CCN(C(=O)CSc2nc(N)c3c4c(sc3n2)CN(C)CC4)CC1	0	.	10	-7	.	3.8	19	.	-4	9
COc1cc(C=O)ccc1OCC(=O)NC(C)(C)C	3	1	3	2	-8	0.9	22	-8	0	-4
O=C(COc1ccc2ccccc2c1Br)Nc1cccnc1	-1	48*	2	7	-30	2.9	6	0	-1	-4
Cc1ccc(-n2nc3c(N4CCC(C(=O)NCc5ccc(C)o5)CC4)nnc(C)c3c2C)cc1	-4	1	8	-7	-9	1.2	-14	16	0	3
CCOCCCNC(=O)C(NC(=O)c1ccc(NC(C)=O)cc1)c1ccccc1 (configuration not stated)	4	-1	-2	-1	-8	-0.2	8	-10	1	1
Clc1cccc(COn2c(-c3ccc(Cl)cc3Cl)nc3ncccc32)c1	7	-5	-2	-2	2	-0.7	39	2	-5	10
CSc1cccc(CN2CCC(Oc3ccc(C(=O)N4CCCCC4)cc3)CC2)c1	0	-3	2	4	10	-1.7	10	4	2	5
COc1ccc(OC)c(NC(=O)c2ccccc2NS(=O)(=O)c2cccc3cccnc23)c1	7	-6	-4	-8	2	-0.1	-1	0	-6	-3
CCCCc1nc(SCC(=O)Nc2cc(C)on2)n[nH]1	-2	-5	0	-11	3	-1.5	48	1	-5	-6
COc1ccc(NC(=O)C2Cc3c(-c4cccc(C(C)=O)c4)ccnc3O2)cc1OC (configuration not stated)	.	11	.	6	.	0.3	.	2	7	.
Cc1ccc(C)c(OCC(=O)N(C)CC(=O)Nc2ccc(Cl)c(C(F)(F)F)c2)c1	.	1	-4	-2	-8	0.6	.	7	8	1
CCOc1ccc(CC(C(=O)NN)C(=O)NN)cc1CN(C)C	0	0	-15	-10	-4	-0.8	38	19	-2	-2
O=C(c1ccccc1)c1ccc2nc(N3CCCCC3)c3nncn3c2c1	0	3	-2	-5	-10	0.3	15	-4	2	-22
O=C(CN1CCc2ccccc21)NCc1ccccc1Cl	2	-1	3	1	-1	0.0	18	8	-1	7
O=C(CCc1ccccc1)Nc1cc(C(=O)O)cc(C(=O)O)c1	2	-4	2	-6	2	0.1	16	6	1	-8
COc1ccc2nc(Nc3ccccc3)sc2c1	-1	3	1	-6	-7	-0.4	8	9	6	-8
CC(OC(=O)Cc1c[nH]c2ccccc12)C(=O)N(C)c1ccccc1 (configuration not stated)	.	2	-1	-12	2	-1.0	.	0	-1	8
Cc1ncc([N+](=O)[O-])n1CCOC(=O)c1cc(Cl)cc(Cl)c1N	3	4	7	-13	5	0.2	0	10	-1	-12
CC(C)C1NC(C(=O)O)Cc2c1[nH]c1ccccc21 (configuration not stated)	5	-8	1	-24	-6	-2.5	5	-88	-3	-11
CC1CCCC(C)N1CCNC(=O)C1CCN(S(=O)(=O)N2CCCCC2)CC1 (configuration not stated)	4	-5	-5	-5	1	-0.3	-6	-7	-3	-1
O=C(NCCCN1CCOCC1)C1CC(=O)N(C2CCCCC2)C1 (configuration not stated)	3	-1	-1	-6	2	0.1	-11	14	-2	-21
CN1C(=O)N(C)C(=O)C(CCc2ccncc2)(CCc2ccncc2)C1=O	0	-6	5	-1	3	0.3	16	3	2	0
CCN(C(=O)CN1C(=O)S/C(=C\c2cccc(OC)c2)C1=O)C1CCS(=O)(=O)C1 (configuration not stated)	-4	-9	6	-4	-1	-1.0	52*	12	4	-10
COc1cccc(/C=C2/SC(=S)N(CCCC(=O)Nc3ccc(O)cc3)C2=O)c1	-3	7	-16	-3	-21	0.3	-2	3	0	18
CCN1C(=O)N[C@@H](c2cccc(F)c2)C(C(=O)OC)=C1C	.	9	13	3	-1	-0.5	.	3	1	-15
CNc1cc(-c2cc(OC)ccc2OC)ncn1	.	-5	.	-10	.	-0.7	.	-44	-5	.
CC(C)c1ccc(Nc2ncccc2C(=O)O)cc1	-1	-1	5	0	12	-0.3	14	1	0	1
CC(C)[C@@H](CO)NC(=O)c1ccc2c3n(nc2c1)-c1ccc(Cl)cc1CO3	.	-1	-3	-5	-1	-0.9	-4	14	1	-1
CCCn1c(=O)c(C(=O)N/N=C/c2ccc(F)cc2)c(O)c2ccccc21	0	11	0	?	5	-4.0	10	-8	-4	.
CSc1ccccc1C(=O)C1CCCN(C(=O)c2cccc(Cn3cccn3)c2)C1 (configuration not stated)	.	10	2	-4	.	0.1	.	14	2	.
COc1cccc(Nc2nc(C)cc(C)c2C(N)=O)c1	-1	-1	6	-12	4	0.1	-12	-7	25	-5

Only part of the results is shown; rates above refer to the full screens.
